Screening data as filed in PubChem.
PKM2 act – PKM2 (human) enzyme activation | 260,000 tested, 0.34% active | Potency, µM (highest dose often 57.5 µM), without a hit: at the highest dose activation, hits mostly activators | purified PKM2, Kinase-Glo ATP luminescence, activation; response scale: 0% is enzyme alone, no compound | AID 1631; also: potency is read from the fitted curve at half-maximal effect; nearly all actives have a fitted effect of over 55% in size
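Purified hPK-M2 (>95% pure) converted ADP (0.1 mM final) to ATP with 0.5 mM PEP in 50 mM imidazole pH7.2, KCl, MgCl2, Tween 20, BSA; 1 h at room temperature. ATP detected by Kinase-Glo luminescence.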
USP2a inh – blocks human ubiquitin-specific protease USP2a; Potency, µM (titrated, usually from 38.3 µM), without a hit: top-dose activity change, negative = inhibition, most hits filed as inhibitors; USP2 core, Ub-CHOP2 coupled fluorogenic reporter, 485/531; O75604; 330,000 tested, 0.01% active;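 also: potency is read from the fitted curve at half-maximal effect; plate controls were DMSO wells for no effect and full inhibition by NEM control for full effect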
Target sequence (O75604 whole entry, looked up): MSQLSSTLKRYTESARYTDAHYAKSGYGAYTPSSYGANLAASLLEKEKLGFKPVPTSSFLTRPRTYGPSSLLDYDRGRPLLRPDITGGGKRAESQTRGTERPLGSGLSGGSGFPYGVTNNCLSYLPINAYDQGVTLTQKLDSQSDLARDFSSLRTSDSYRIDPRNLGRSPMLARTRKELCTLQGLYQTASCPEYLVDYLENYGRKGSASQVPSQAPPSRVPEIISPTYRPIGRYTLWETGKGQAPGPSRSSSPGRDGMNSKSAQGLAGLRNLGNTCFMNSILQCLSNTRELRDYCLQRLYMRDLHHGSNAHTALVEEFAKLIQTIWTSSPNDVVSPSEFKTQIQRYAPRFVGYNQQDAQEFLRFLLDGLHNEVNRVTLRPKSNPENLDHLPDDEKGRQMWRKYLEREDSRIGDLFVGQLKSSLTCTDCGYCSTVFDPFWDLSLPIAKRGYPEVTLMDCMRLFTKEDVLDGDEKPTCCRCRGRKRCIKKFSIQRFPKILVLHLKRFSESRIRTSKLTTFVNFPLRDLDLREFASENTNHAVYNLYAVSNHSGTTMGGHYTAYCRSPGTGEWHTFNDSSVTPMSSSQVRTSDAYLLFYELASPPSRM
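USP2 core (10nM final) preincubated 30min RT with compound in 20mM Tris-HCl pH 8.0, 2mM CaCl2, 2mM beta-mercaptoethanol, 0.05% CHAPS; 25nM Ub-CHOP2 plus 25nM reporter substrate added, fluorescence (Ex485/Em531) read after 60min.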
Giardia kill – Giardia lamblia killing; Giardia lamblia trophozoite viability; AID 540267; activity change, % at 7.66 µM, hits read low; 340,000 tested, 0.15% active; in the data active = activity change below about -80%; inconclusive = between about -30% and that limit;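 also: parasites exposed to compound for two days anaerobically before the ATP read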
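Giardia lamblia trophozoites (100 cells/well) were incubated with compounds for 48 h at 37 deg C under anaerobic conditions. Viability was read as ATP content by one-step luminescence after 15-30 min at room temperature.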
B2AR arrestin – beta2AR (human) beta-arrestin recruitment activity | Potency, µM (series often up to 46.1 µM), inactives show at the highest dose activation, most hits filed as activators | 330,000 tested, 0.02% active | beta-arrestin recruitment to beta2AR, cell-based reporter | P07550 | AID 492947;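 also: potency is read from the fitted curve at half-maximal effect; 0% = DMSO controls and full agonism = EC100 isoproterenol or metaproterenol; nearly all actives have a fitted effect of over 65% in size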
Chronic BCR inh – inhibitors of chronic active B-cell receptor signaling. AID 493014. 340,000 tested, 0.05% active. ABC-DLBCL IkBa-CBG/CBR reporter, luminescence ratio, 4 h. Potency, µM (series often up to 46.1 µM), for the others: at the top dose ratio change, negative = lower green/red ratio, hits mostly inhibitors; active = well fitted inhibition curve with a large enough effect in the signal ratio, with a control signal flat, not every such curve was filed as active; inconclusive = small, poorly fitted or top-dose-only effect, or effect the other way, or a change in a side signal; the % refers to the signal ratio;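 also: potency is read from the fitted curve at half-maximal effect; plate controls were basal doxycycline-induced cells for no effect and cells given 10 µM MG132 for full effect; MG132 reads +100%, hits lower the ratio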
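TMD8 ABC-DLBCL cells carrying doxycycline-inducible green luciferase fused to IkappaBalpha plus unfused red luciferase were exposed to compounds (up to 46 uM) for 4 hrs at 37C. Activity came from the overlap-corrected green/red luminescence ratio.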
KCNH2 3.1 block – blocks the human KCNH2 3.1 channel isoform | U2OS KCNH2 3.1, thallium flux FluxOr; active compounds read low | activity change, % (tested at about 1.8 µM) | AID 720553 | 340,000 tested, 0.95% active;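 active = maximum activity change below -70%; inconclusive = maximum activity change from -70% to -50%; inactive = maximum activity change above -50%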;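 also: thallium influx rate constant from kinetic fluorescence after stimulation buffer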
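Thallium flux via FluxOr fluorescence (Red40 quencher, 45 min loading) in U2OS cells virally expressing the KCNH2 3.1 isoform (1.77 x 10^8 /mL virus, overnight at 37 C). Rate constants from 2-min kinetic reads post-stimulation, normalised to positive and negative controls.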
Eya2 inh – inhibitors of human Eya2 phosphatase activity. 330,000 tested, 0.006% active. Potency, µM (series often up to 76.9 µM), inactives show at the highest dose activity, negative = inhibition, most hits filed as inhibitors. recombinant Eya2, OMFP fluorescence dephosphorylation (OMFP is methylfluorescein phosphate). O00167; also: potency is read from the fitted curve at half-maximal effect
Target sequence (O00167 whole entry, looked up): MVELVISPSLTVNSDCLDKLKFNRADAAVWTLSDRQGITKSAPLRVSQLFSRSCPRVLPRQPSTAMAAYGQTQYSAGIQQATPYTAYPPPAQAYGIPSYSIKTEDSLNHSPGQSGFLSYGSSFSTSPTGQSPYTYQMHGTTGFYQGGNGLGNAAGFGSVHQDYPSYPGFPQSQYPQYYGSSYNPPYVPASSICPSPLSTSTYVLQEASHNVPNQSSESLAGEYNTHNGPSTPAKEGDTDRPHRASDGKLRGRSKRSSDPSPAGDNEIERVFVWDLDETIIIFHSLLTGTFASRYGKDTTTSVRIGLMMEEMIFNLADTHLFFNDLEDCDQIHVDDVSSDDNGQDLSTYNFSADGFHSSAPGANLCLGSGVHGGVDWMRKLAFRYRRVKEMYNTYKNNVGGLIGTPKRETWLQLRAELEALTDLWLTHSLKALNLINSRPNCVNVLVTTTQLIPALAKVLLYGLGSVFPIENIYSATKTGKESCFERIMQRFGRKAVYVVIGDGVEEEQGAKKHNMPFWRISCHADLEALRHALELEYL
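Eya2 protein (added as 0.2 uM solution) was preincubated with compound for 10 min at ambient temperature in 50 mM HEPES pH 7.5, 50 mM NaCl, 5 uM MgCl2, 0.05% BSA, 1 mM DTT. OMFP (added at 50 uM) then reacted 10 min; fluorescence read at 485/525 nm.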
uPA surface inh – cell surface uPA generation inhibition. cell surface uPA generation assay, qHTS. Potency, µM (titrated, usually from 38.3 µM), for the others: top-dose activity change, negative = inhibition, actives largely listed as inhibitors. 330,000 tested, 0.31% active. AID 540303; active = well fitted inhibition curve with a large enough effect; inconclusive = small, poorly fitted or top-dose-only effect; inactive = no such curve, though single readings can be large or run the other way; tested in mouse RAW 264.7 cells; also: potency is read from the fitted curve at half-maximal effect; nearly all actives have a fitted effect of over 55% in size
Coupling enz – inhibits coupling enzyme system, counter-screen for aldolase hits; AID 2472; activity change, negative = inhibition, % at 58.2 µM, hits read low; coupling enzyme system counterscreen, AmpLite Red fluorescence; 290,000 tested, 0.67% active; in the data active = activity change below about -30%
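Final compound at 57.5 uM, incubated 10 min at RT with coupling enzyme reagent (glyceraldehyde-3-phosphate), then 20 min with substrate and AmpLite Red detection. Fluorescence read at 525/598 nm; tests interference with the coupling assay, not aldolase inhibition.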
GALK inhibitor – blocks human galactokinase activity. 270,000 tested, 0.007% active. Potency, µM (titrated, usually from 57.5 µM), for inactives: at the top dose activity change, negative = inhibition, usual class: inhibitors. P51570. AID 1868. Purified GALK, Kinase-Glo residual ATP luminescence; also: potency is read from the fitted curve at half-maximal effect
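Kinase-Glo Plus luminescence measured ATP left after a 1 h room-temperature reaction. The reaction used 5 nM GALK, 100 uM galactose and 35 uM ATP at pH 8.0 (20 mM HEPES, 5 mM MgCl2, 60 mM NaCl, 1 mM DTT, 0.01% BSA).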
hERG WT inh – blocks the wildtype human KCNH2 potassium channel; activity change, % at 1.84 µM; U2OS, BacMam KCNH2, thallium flux FluxOr; active compounds read low; 340,000 tested, 0.37% active;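 active = maximum activity change below -70%; inconclusive = maximum activity change between -70% and -50%; inactive = maximum activity change above -50%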
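U2OS cells transduced with wild-type KCNH2 virus are loaded with FluxOr dye for 45 min, and thallium flux is measured in kinetic reads before and after stimulation buffer. Rate constants are normalized to DMSO controls.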
* marks the source's active call; other numbers are inactive results; & = joins results of further samples. Unless noted, calls follow the shape of the dose curve; as a rule, active = well fitted curve in the direction sought with a large enough effect; inconclusive = small, poorly fitted or top-dose-only effect, or another doubt; inactive = no such curve, though single readings can be large; an effect the other way counts as inactive or inconclusive. Unless noted, % is scaled to controls: 0 for no effect and ±100 for the full control effect.

What do the screens show for `O=Cc1ccc(-c2cccc([N+](=O)[O-])c2)o1`?
PKM2 act: -8%; USP2a inh: 2%; Giardia kill: -4; B2AR arrestin: -0.3%; Chronic BCR inh: 6%; KCNH2 3.1 block: 9; Eya2 inh: 4%; uPA surface inh: 1%; Coupling enz: 1; GALK inhibitor: 4%; hERG WT inh: -10

What do the screens show for `CCN(CCO)Cc1csc2ccc(Br)cc12`?
PKM2 act: -26%; USP2a inh: 2%; Giardia kill: -2; B2AR arrestin: -0.6%; Chronic BCR inh: 18%; KCNH2 3.1 block: 2; Eya2 inh: -14%; uPA surface inh: -2%; Coupling enz: -3; GALK inhibitor: -2%; hERG WT inh: 1

What do the screens show for `O=C(NNC(=O)C1CCCO1)c1ccc([N+](=O)[O-])cc1` (configuration not stated)?
PKM2 act: 3%; USP2a inh: 2%; Giardia kill: -6; B2AR arrestin: 0.3%; Chronic BCR inh: 5%; KCNH2 3.1 block: 10; Eya2 inh: -1%; uPA surface inh: -1%; Coupling enz: 0; GALK inhibitor: 0%; hERG WT inh: -26

What do the screens show for `COc1cccc(NC(=O)CN(C)CC(=O)Nc2ccc(C)cc2Cl)c1`?
PKM2 act: 27%; USP2a inh: -4%; Giardia kill: -5; B2AR arrestin: 0.0%; Chronic BCR inh: 0%; KCNH2 3.1 block: 11; Eya2 inh: -10%; uPA surface inh: 1%; Coupling enz: -2; GALK inhibitor: 5%; hERG WT inh: 0

How did Clc1ccc(-c2c[n+](Cc3cccc(Cl)c3)c3n2CCC3)cc1 do in these assays?
PKM2 act: -1%; USP2a inh: 0%; Giardia kill: 7; B2AR arrestin: -0.6%; Chronic BCR inh: inconclusive; KCNH2 3.1 block: 7; Eya2 inh: 6%; uPA surface inh: -9%; Coupling enz: 2; GALK inhibitor: 0%; hERG WT inh: -2

How did Cc1cccc(C)c1NC(=O)CNC(=O)Cn1nc(C)c(C)c(C#N)c1=O do in these assays?
USP2a inh: 2%; Giardia kill: 19; B2AR arrestin: -0.1%; Chronic BCR inh: 0%; KCNH2 3.1 block: 19; Eya2 inh: -27%; uPA surface inh: 3%; hERG WT inh: -11

What do the screens show for `CCC(c1nnnn1C1CCCCC1)N1CCN(C2CCCC2)CC1` (configuration not stated)?
PKM2 act: -1%; USP2a inh: -2%; Giardia kill: 14; B2AR arrestin: -0.1%; Chronic BCR inh: -2%; Eya2 inh: -7%; uPA surface inh: 5%; Coupling enz: -1; GALK inhibitor: -4%; hERG WT inh: -5

Results for Cc1cccc(C(=O)N2CCC(c3nc4ccccc4s3)CC2)c1 ?
PKM2 act: -4%; USP2a inh: 0%; Giardia kill: -13; B2AR arrestin: -0.7%; Chronic BCR inh: 1%; KCNH2 3.1 block: -24; Eya2 inh: 9%; uPA surface inh: -3%; Coupling enz: 0; GALK inhibitor: 2%

How did Cc1c(NC(=O)COC(=O)c2ccc(Cl)nc2)c(=O)n(-c2ccccc2)n1C do in these assays?
USP2a inh: 0%; Giardia kill: 5; B2AR arrestin: -0.1%; Chronic BCR inh: 1%; KCNH2 3.1 block: 6; Eya2 inh: 2%; uPA surface inh: 2%; hERG WT inh: -5

How did CCN(CC)S(=O)(=O)C1CCS(=O)(=O)C1 (configuration not stated) do in these assays?
PKM2 act: -7%; USP2a inh: 0%; Giardia kill: -5; B2AR arrestin: 0.0%; Chronic BCR inh: -3%; KCNH2 3.1 block: -19; Eya2 inh: -8%; uPA surface inh: -1%; Coupling enz: 3; GALK inhibitor: 1%; hERG WT inh: 1

What do the screens show for `COc1ccc(/C=C/C(=O)c2ccc(C(=O)/C=C/c3ccc(OC)c(OC)c3)cc2)cc1OC`?
USP2a inh: -1%; Giardia kill: -13; B2AR arrestin: 6.3%; Chronic BCR inh: inconclusive; KCNH2 3.1 block: -26; Eya2 inh: 6%; uPA surface inh: inconclusive; Coupling enz: -1; GALK inhibitor: -1%; hERG WT inh: 0

What do the screens show for `Cn1c(C(C#N)/C(=N\S(=O)(=O)c2cccs2)c2ccccc2)nc2ccccc21` (configuration not stated)?
PKM2 act: 6%; USP2a inh: 2%; Giardia kill: -4; B2AR arrestin: -1.0%; Chronic BCR inh: 0%; KCNH2 3.1 block: 10; Eya2 inh: -1%; uPA surface inh: 5%; Coupling enz: 7; GALK inhibitor: -2%; hERG WT inh: -13

What do the screens show for `COCCNS(=O)(=O)c1cccc2cccnc12`?
PKM2 act: 0%; USP2a inh: 0%; Giardia kill: 14; B2AR arrestin: -0.4%; Chronic BCR inh: 0%; KCNH2 3.1 block: -13; Eya2 inh: 7%; uPA surface inh: -5%; Coupling enz: -1; GALK inhibitor: 1%; hERG WT inh: -11

How did C[C@H](CCC(=O)O)[C@H]1CC[C@H]2[C@@H]3[C@H](O)C[C@@H]4C[C@H](O)CC[C@]4(C)[C@H]3C[C@H](O)[C@]12C do in these assays?
PKM2 act: 1%; USP2a inh: 3%&2%; Giardia kill: 9&10&8; B2AR arrestin: 0.1%&0.0%; Chronic BCR inh: 0%&-17%; KCNH2 3.1 block: -4&-1&0; Eya2 inh: -4%&5%; uPA surface inh: -1%&28%&-11%; Coupling enz: 1; hERG WT inh: -13&3&-7

Results for CCC(C)(C)NC(=O)C(c1ccccn1)N(C(=O)c1csnn1)c1ccc(C)c(C)c1 (configuration not stated) ?
PKM2 act: -3%; USP2a inh: 1%; Giardia kill: -15; B2AR arrestin: -0.2%; Chronic BCR inh: 0%; KCNH2 3.1 block: 5; Eya2 inh: 4%; uPA surface inh: -8%; Coupling enz: 0; GALK inhibitor: -1%; hERG WT inh: 4

How did NS(=O)(=O)c1ccc(CCNC(=O)COC(=O)CCc2c[nH]c3ccccc23)cc1 do in these assays?
USP2a inh: 1%; Giardia kill: 21; B2AR arrestin: -0.6%; Chronic BCR inh: -18%; KCNH2 3.1 block: 11; Eya2 inh: 9%; uPA surface inh: -2%; hERG WT inh: 14

Results for Cc1ccccc1-c1nc2c(s1)CCc1onc(-c3ccc(Cl)cc3)c1-2 ?
USP2a inh: 1%; Giardia kill: -17; B2AR arrestin: 3.2%; Chronic BCR inh: 1%; KCNH2 3.1 block: 7; Eya2 inh: -8%; uPA surface inh: 1%; hERG WT inh: -7

How did COCCCn1c(SCC(=O)NC2CCCC2)nnc1-c1ccccc1 do in these assays?
PKM2 act: -11%; USP2a inh: 0%; Giardia kill: -1; B2AR arrestin: -1.0%; Chronic BCR inh: 1%; KCNH2 3.1 block: 0; Eya2 inh: 4%; uPA surface inh: -2%; Coupling enz: -2; GALK inhibitor: -3%; hERG WT inh: -17

What do the screens show for `Cc1c(C(=O)N/N=C/C(C)C)[nH]c2ccc([N+](=O)[O-])cc12`?
PKM2 act: 2%; USP2a inh: 1%; Giardia kill: 6; B2AR arrestin: 0.2%; Chronic BCR inh: 2%; KCNH2 3.1 block: 8; Eya2 inh: -13%; uPA surface inh: 6%; Coupling enz: 12; GALK inhibitor: -3%; hERG WT inh: 1

How did O=C(Cc1cccs1)Nc1ccc(-c2nnc(-c3ccco3)o2)cc1 do in these assays?
PKM2 act: 12%; USP2a inh: 1%; Giardia kill: 4; B2AR arrestin: 0.1%; Chronic BCR inh: 0%; KCNH2 3.1 block: 6; Eya2 inh: 12%; uPA surface inh: 9%; Coupling enz: 2; GALK inhibitor: -1%; hERG WT inh: -3

What do the screens show for `O=C(COC(=O)c1ccco1)Nc1ccc(N2CCOCC2)cc1`?
USP2a inh: 0%; Giardia kill: -21; B2AR arrestin: -0.1%; Chronic BCR inh: -15%; KCNH2 3.1 block: -3; Eya2 inh: -29%; uPA surface inh: 0%; hERG WT inh: 0

What do the screens show for `Cn1cccc1C(=O)OCC(=O)NCc1ccc2c(c1)OCO2`?
USP2a inh: 1%; Giardia kill: -8; B2AR arrestin: 0.1%; Chronic BCR inh: inconclusive; KCNH2 3.1 block: -7; Eya2 inh: -3%; uPA surface inh: -26%; hERG WT inh: 10

How did CCc1ccc(NC(=O)C2CCN(S(=O)(=O)c3ccc4c(c3)CC(C)N4C(C)=O)CC2)cc1 (configuration not stated) do in these assays?
PKM2 act: 0%; USP2a inh: 1%; Giardia kill: 4; B2AR arrestin: -0.5%; Chronic BCR inh: 4%; KCNH2 3.1 block: -5; Eya2 inh: 0%; uPA surface inh: inconclusive; Coupling enz: -3; hERG WT inh: 9

How did COc1ccc(C)cc1NS(=O)(=O)c1ccc2c(c1)N(C(C)=O)CCO2 do in these assays?
PKM2 act: -4%; USP2a inh: 2%; Giardia kill: 3; B2AR arrestin: 0.3%; Chronic BCR inh: 5%; KCNH2 3.1 block: -4; Eya2 inh: 2%; uPA surface inh: 5%; Coupling enz: 0; GALK inhibitor: -1%; hERG WT inh: -7

What do the screens show for `O=C(/C=C/c1ccc2c(c1)OCO2)NCCSCc1ccc(Cl)cc1Cl`?
PKM2 act: -5%; USP2a inh: 4%; Giardia kill: -12; B2AR arrestin: 0.5%; Chronic BCR inh: inconclusive; KCNH2 3.1 block: 3; Eya2 inh: 14%; uPA surface inh: 6%; Coupling enz: -2; GALK inhibitor: -1%; hERG WT inh: -2
